Source: PubChem
sEH inhibitor: soluble epoxide hydrolase (human) inhibition; P34913; recombinant human sEH enzymatic activity assay; inhibition, % at 2 µM; 91,000 tested, 0.34% active; AID 707; in the data active means inhibition above about 80%; further: values of inactives mirror those of a sister screen read the other way; many of its hits are not listed in these tables
VCAM1 TNFa inh: reduces TNF alpha induced VCAM1 expression in HUVEC. 95,000 tested, 0.48% active. HUVEC TNFa-induced VCAM-1 immunofluorescence, high-content imaging. inhibition, % at 2 µM. AID 802;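 active means inhibition above the batch mean plus 3 SD, with images confirmed as a hit by eye, cut at about 37% in these data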;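 further: 0% = TNF-stimulated DMSO wells and 100% = unstimulated control wells; not every result past the cut was called active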
Calb biofilm kill: kills Candida albicans biofilms; AID 834; inhibition, % at 6 µM; C. albicans biofilm + clotrimazole, Alamar Blue; 85,000 tested, 0.14% active;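 active means inhibition above 20%; inactive means inhibition below 20%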;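 further: preformed 24 hr biofilms exposed to compound for 48 hr; 0% = biofilm without compound and 100% = blank killed by clotrimazole plus chlorhexidine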
HUVEC tox TNFa: toxic to HUVEC cells under TNF alpha stimulation. HUVEC TNFalpha-stimulated, Hoechst cell count, imaging. cell count reduction, % at 2 µM. 93,000 tested, 0.17% active. AID 848;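 active means cell count reduction exceeding the screen mean by over 5 SD, scaled to untreated wells per plate, cut at about 78% in these data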;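 further: cells counted after 24 h of TNF alpha exposure following the 1 h pretreatment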
Smad3 inh: Smad3 (human) transcription factor binding inhibition; P84022; TR-FRET Smad3/Dy647-FoxH1 peptide binding, europium anti-His; inhibition, % at 25 µM; 88,000 tested, 0.29% active; AID 630;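 active means compounds that reduce the energy-transfer binding signal between the protein and its labelled peptide by more than half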;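 further: 0% = Smad3 plus labelled peptide maximal FRET and 100% = peptide-only background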
Target sequence (P84022 whole entry, looked up): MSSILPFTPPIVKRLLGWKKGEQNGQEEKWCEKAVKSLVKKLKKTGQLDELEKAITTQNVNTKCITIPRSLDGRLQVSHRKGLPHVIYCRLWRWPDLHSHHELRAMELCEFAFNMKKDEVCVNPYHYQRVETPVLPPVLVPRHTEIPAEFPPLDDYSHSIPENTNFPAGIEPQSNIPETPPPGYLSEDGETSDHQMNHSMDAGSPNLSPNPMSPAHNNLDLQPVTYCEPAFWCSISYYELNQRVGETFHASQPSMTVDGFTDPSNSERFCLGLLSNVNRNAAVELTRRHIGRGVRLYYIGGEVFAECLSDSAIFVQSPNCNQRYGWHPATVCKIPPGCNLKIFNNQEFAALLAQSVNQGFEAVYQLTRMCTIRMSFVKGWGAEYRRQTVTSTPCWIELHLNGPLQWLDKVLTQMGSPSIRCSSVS
F-actin modifier: cytoskeleton assembly modification. HUVEC TNFa F-actin phalloidin imaging, high content. inhibition, % at 2 µM. 91,000 tested, 0.18% active;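 active means inhibition above the batch mean plus 3 SD and confirmed as a hit by visual image inspection, cut at about 30% in these data, passing the limit was not always enough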; further: strong numbers were not always called active
sEH activator: soluble epoxide hydrolase (human) activation; P34913; purified human sEH enzymatic activity, activator screen; activation, % at 2 µM; 91,000 tested, 0.04% active; in the data active means activation above about 37%; further: values of inactives mirror those of a sister screen read the other way
IL1B cytotox: HUVEC cytotoxicity counter-screen, IL-1B stimulated; HUVEC cell count loss, Hoechst imaging; 94,000 tested, 0.41% active; cell count reduction, % at 2 µM; AID 845;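 active means cell count reduction more than 3 SD above the screen-wide mean, cut at about 70% in these data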;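 further: normalized per plate to untreated control cells as the no-loss baseline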
ERb SRC1 inh: ER-beta (human) coactivator binding inhibition; 86,000 tested, 1.3% active; Q92731; AID 633; inhibition, % at 25.6 µM; TR-FRET ER-beta LBD / SRC1-Cy5 peptide binding; receptor agonist-loaded with 1 µM estradiol;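 active means compounds whose percent inhibition of the receptor-coactivator binding signal exceeds about 50% in the single-dose screen, limit read from the data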;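 further: 0% = receptor plus peptide wells without compound and 100% = peptide-only wells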
Target sequence (Q92731 whole entry, looked up, the tested form may be a part): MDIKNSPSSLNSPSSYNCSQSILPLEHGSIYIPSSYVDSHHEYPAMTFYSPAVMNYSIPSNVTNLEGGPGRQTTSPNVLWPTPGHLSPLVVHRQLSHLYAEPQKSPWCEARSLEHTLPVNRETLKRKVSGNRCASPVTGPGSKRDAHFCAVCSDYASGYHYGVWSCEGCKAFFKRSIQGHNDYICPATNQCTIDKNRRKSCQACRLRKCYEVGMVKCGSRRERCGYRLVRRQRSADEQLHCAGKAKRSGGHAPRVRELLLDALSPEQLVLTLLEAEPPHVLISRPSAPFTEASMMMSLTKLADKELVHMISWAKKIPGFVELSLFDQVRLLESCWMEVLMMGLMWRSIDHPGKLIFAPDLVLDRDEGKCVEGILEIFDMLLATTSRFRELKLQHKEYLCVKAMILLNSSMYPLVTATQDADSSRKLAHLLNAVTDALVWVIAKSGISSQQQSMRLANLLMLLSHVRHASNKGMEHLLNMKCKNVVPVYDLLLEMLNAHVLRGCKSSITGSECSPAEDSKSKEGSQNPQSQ
Starred values were filed as active, the others as inactive; / = not tested or not shown; [ ] = dose if it differs, or a comment. A portion of the library (hit frequency here may not be typical).

#1 Cc1ccccc1-c1cc(C(=O)Nc2sc(C)c(C)c2C(N)=O)c2ccccc2n1
#2 Cc1ccc(NC(=O)OCC(F)(F)C(F)F)cc1NC(=O)OCC(F)(F)C(F)F
#3 Cc1cc(=O)oc2cc(OCC(=O)NCc3cccnc3)ccc12
#4 CC(=O)c1ccccc1OCCCN1CCCCC1
#5 COc1ccc(/C=N/OC/C(O)=C(\C#N)c2nc3ccccc3[nH]2)cc1
#6 Cc1cc(NC(=O)c2cc(-c3ccc4c(c3)OCO4)on2)n(-c2ccccc2)n1
#7 C=CCc1c(C)[nH]c2ccc(C)cc2c1=O
#8 COc1ccc(CCN(Cc2cccs2)S(=O)(=O)c2ccc(-n3cnnn3)cc2)cc1OC
#9 CCCC(=O)Nc1ccc(C(=O)NNC(=O)c2cccs2)cc1
#10 CC12CCCCN1CCCc1c2[nH]c2ccccc12 (stereo unspecified)

assay / entry	1	2	3	4	5	6	7	8	9	10
sEH inhibitor	4	3	-2	/	2	-15	-4	8	6	4
VCAM1 TNFa inh	41	-13	-3	20	0	-4	-12	/	4	1
Calb biofilm kill	/	3	4	1	/	/	10	6	/	9
HUVEC tox TNFa	-14	-29	16	0	-10	0	14	/	-14	-4
Smad3 inh	/	9	2	-11	/	/	16	6	/	2
F-actin modifier	-12	8	-14	-27	-1	6	-26	/	12	27
sEH activator	-2	-4	3	/	-2	16	4	-7	-4	-3
IL1B cytotox	-40	-14	-128	-27	/	26	-16	8	-21	-8
ERb SRC1 inh	/	1	6	-2[fluorescence artefact?]	/	/	6	-11	/	10

No new results follow: entries from further up.
#9 CCCC(=O)Nc1ccc(C(=O)NNC(=O)c2cccs2)cc1
#10 CC12CCCCN1CCCc1c2[nH]c2ccccc12 (stereo unspecified)

assay / entry	9	10
sEH inhibitor	6	4
VCAM1 TNFa inh	4	1
Calb biofilm kill	/	9
HUVEC tox TNFa	-14	-4
Smad3 inh	/	2
F-actin modifier	12	27
sEH activator	-4	-3
IL1B cytotox	-21	-8
ERb SRC1 inh	/	10

The list goes on:
#11 CCNC(=O)COC(=O)c1cc(=O)[nH]c2ccccc12
#12 CCOC(=O)CC1C(=O)NCCN1Cc1cccc(C(F)(F)F)c1 (stereo unspecified)
#13 COc1ccccc1C(=O)N1CCN=C1c1ccccc1
#14 C=CCOc1ccc2c(c1)C(=NO)c1cc(OCC=C)ccc1-2
#15 O=C(NCCCN1CCOCC1)c1ccc(CS(=O)(=O)Cc2ccccc2Cl)o1
#16 CCCCc1cc(=O)oc2cc(C)cc(OC(C)C(=O)O)c12 (stereo unspecified)
#17 Cc1c(Cl)c([N+](=O)[O-])nn1CC(=O)Nc1c(C)n(C)n(-c2ccccc2)c1=O
#18 COC(=O)C1(C)NC(c2ccco2)C2C(=O)N(c3ccc(C)cc3)C(=O)C21 (stereo unspecified)
#19 COc1cccc(/C=N/NC(=O)C(=O)N2CCCC2)c1O
#20 CC1CC(C)CN(CCCNC(=O)Cc2c(C(=O)O)[nH]c3ccccc23)C1 (stereo unspecified)

assay / entry	11	12	13	14	15	16	17	18	19	20
sEH inhibitor	3	-14	8	8	-10	-2	4	13	-1	/
VCAM1 TNFa inh	9	-1	5	3	6	1	21	15	5	-6
Calb biofilm kill	4	2	4	3	/	5	/	5	/	-7
HUVEC tox TNFa	-3	-32	-14	-39	-42	-20	-12	-11	1	-8
Smad3 inh	7	2	-4	11	/	12	/	3	/	-9
F-actin modifier	-14	-3	-7	9	53	-27	15	-1	-32	-3
sEH activator	0	13	-8	-6	10	0	1	-11	4	/
IL1B cytotox	-5	-1	6	32	6	-6	14	-9	-8	13
ERb SRC1 inh	-23	-11	4	14	/	-4[fluorescence artefact?]	/	-4	/	11[fluorescence artefact?]

#21 CC(=O)Nc1cccc(OCC(=O)Nc2ccccc2)c1
#22 Cc1c(Cl)cccc1NC(=O)CCCCCN1C(=O)CCC1=O
#23 O=S(=O)(c1ccc(NC2CCCc3ccccc32)nc1)N1CCOCC1 (stereo unspecified)
#24 CC(=O)Oc1ccc(NC(=O)CCC2CCCCC2)c(C(=O)O)c1
#25 Cc1nc(-c2ccccc2)sc1-c1nc(-c2cccs2)ncc1S(=O)(=O)c1ccccc1
#26 CCN1C(=O)CSc2ccc(C(=O)NCc3ccco3)cc21
#27 CC1/C(=N/O)C(CN(C)C)C2CC1C2(C)C (stereo unspecified)
#28 CCOC(=O)c1oc2ccccc2c1NC(=O)Cc1cccs1
#29 CCOc1ccc(-c2nn3c(-c4ccc(F)cc4)nnc3s2)cc1
#30 COc1ccccc1NC(=O)CN1CCN(C2c3ccccc3-c3ccccc32)CC1

assay / entry	21	22	23	24	25	26	27	28	29	30
sEH inhibitor	-2	12	4	5	/	18	21	-7	3	-6
VCAM1 TNFa inh	16	4	13	-29	-22	18	3	83*	5	10
Calb biofilm kill	9	5	5	4	/	7	8	4	-2	7
HUVEC tox TNFa	12	-2	-36	-19	1	-30	/	75	-40	-1
Smad3 inh	-2	0	6	-2	/	5	-2	9	32[fluorescence artefact?]	2
F-actin modifier	-6	3	-15	-3	35	1	-10	-45	0	3
sEH activator	2	-11	-6	-3	/	-20	-16	6	0	6
IL1B cytotox	-4	-13	-14	-37	-9	17	-14	20	21	11
ERb SRC1 inh	4	-7	-8	-3	/	6	4	-2[fluorescence artefact?]	-4[fluorescence artefact?]	2[fluorescence artefact?]

#31 CCn1ncc2c1C(=O)NC1c3ccccc3C(=O)N21 (stereo unspecified)
#32 Cc1noc(C)c1COc1cccc(C(=O)Nc2ccc(C#N)cc2)c1
#33 COc1ccc(N(CC(=O)N2CCc3ccccc32)S(=O)(=O)c2c(C)noc2C)cc1
#34 CCOc1ccc2nc(NC(=O)C3CCN(c4cnccn4)CC3)sc2c1
#35 O=C(Nc1c(C(=O)NCc2ccco2)cnn1-c1ccccc1)c1ccc(F)cc1
#36 CCOC(=O)c1ccc(N2C(=O)c3n[nH]c(C)c3C2c2ccc(OC)c(OC)c2)cc1 (stereo unspecified)
#37 COc1ccc(C(C(=O)NC2CCCC2)N(CCN(C)C)C(=O)c2snc(C(N)=O)c2N)cc1 (stereo unspecified)
#38 CC(=O)C1=NN(c2ccccc2)C(c2cccs2)N1c1ccc(N(C)C)cc1 (stereo unspecified)
#39 CCOC(=O)Cc1c(C)c2c(C)[nH]nc2oc1=O
#40 CC(=O)Oc1ccc2oc(/C=C/N(C)C)c([N+](=O)[O-])c2c1

assay / entry	31	32	33	34	35	36	37	38	39	40
sEH inhibitor	-3	57	-9	0	/	-26	-1	-12	/	-5
VCAM1 TNFa inh	-23	-1	-1	7	6	-4	5	15	3	19
Calb biofilm kill	2	-2	3	5	5	4	10	8	7	1
HUVEC tox TNFa	-10	-2	-6	-14	-14	-2	-29	-25	-33	-5
Smad3 inh	13	-1	2	2	7	9	3	3	-13[fluorescence artefact?]	14[fluorescence artefact?]
F-actin modifier	10	-14	-7	20	2	-30	7	-7	24	11
sEH activator	3	-59	9	-1	/	25	1	14	/	4
IL1B cytotox	6	-3	-33	-14	5	-30	-10	12	-18	4
ERb SRC1 inh	0[fluorescence artefact?]	6	-8	-5	-4	2	-2	7	11[fluorescence artefact?]	9[fluorescence artefact?]

Some entries already given, limited to VCAM1 TNFa inh, ERb SRC1 inh and sEH activator.
entry | Molecule | VCAM1 TNFa inh | ERb SRC1 inh | sEH activator
14 | C=CCOc1ccc2c(c1)C(=NO)c1cc(OCC=C)ccc1-2 | 3 | 14 | -6
15 | O=C(NCCCN1CCOCC1)c1ccc(CS(=O)(=O)Cc2ccccc2Cl)o1 | 6 | / | 10
16 | CCCCc1cc(=O)oc2cc(C)cc(OC(C)C(=O)O)c12 (stereo unspecified) | 1 | -4[fluorescence artefact?] | 0
17 | Cc1c(Cl)c([N+](=O)[O-])nn1CC(=O)Nc1c(C)n(C)n(-c2ccccc2)c1=O | 21 | / | 1
18 | COC(=O)C1(C)NC(c2ccco2)C2C(=O)N(c3ccc(C)cc3)C(=O)C21 (stereo unspecified) | 15 | -4 | -11
19 | COc1cccc(/C=N/NC(=O)C(=O)N2CCCC2)c1O | 5 | / | 4

(more compounds)
#41 Cc1cccc(COc2ccc(/C(O)=C3\C(=O)C(=O)N(CCN(C)C)C3c3ccncc3)cc2)c1 (stereo unspecified)
#42 Cc1cc(=O)[nH]c(SCC(=O)Nc2nnc(CC(C)C)s2)n1
#43 CCCc1nc(SCc2ccc(Cl)cc2Cl)n[nH]1
#44 O=C(Nc1c(Cl)cccc1Cl)c1ccc(-c2ccccc2)cc1
#45 O=C(Nc1ccc2nc(-c3cccs3)[nH]c2c1)c1ccco1
#46 CC(C)C(=O)Nc1cccc(NC(=O)c2cc3ccccc3o2)c1
#47 O=C(O)C1CCCN1S(=O)(=O)c1cccs1 (stereo unspecified)
#48 Cc1cc(C)nc(SCc2nnc(SCC(=O)Nc3ncc(C)s3)n2Cc2ccco2)n1
#49 CCOCCCNC(=O)CN1CCN(Cc2ccccc2C)C1=O
#50 CC/C(C)=N/Nc1nc2sc3c(c2c(=O)[nH]1)CC(C)(C)OC3

assay / entry	41	42	43	44	45	46	47	48	49	50
sEH inhibitor	1	8	0	-3	-4	11	3	-4	3	22
VCAM1 TNFa inh	-6	-5	-2	9	0	-28	6	-11	12	13
Calb biofilm kill	/	7	2	/	6	5	/	7	-1	/
HUVEC tox TNFa	0	-4	-8	-3	-23	/	-7	-26	-4	5
Smad3 inh	/	-1	0	/	9	7	/	6	6	/
F-actin modifier	15	-8	-6	-17	4	12	-10	0	1	-10
sEH activator	0	-9	-1	6	8	-6	-3	3	-3	-20
IL1B cytotox	-9	5	3	-71	6	23	5	18	-18	-4
ERb SRC1 inh	/	-5	-4	/	-4[fluorescence artefact?]	-11	/	-3	-14	/

#51 COC(=O)c1ccc(COC(=O)C23CC4CC(CC(O)(C4)C2)C3)o1
#52 CCOC(=O)C1=C(C)NC(C)=C(C(=O)OCC)C1c1ccc(OC)cc1
#53 Cc1nc2c(Cl)cccc2[nH]1
#54 COc1ccc(CCNC(=O)Cn2nnc(-c3ccc(N(C)C)cc3)n2)cc1OC
#55 OC(CSc1c(Cl)cccc1Cl)CN1CCN(c2ccc(F)cc2)CC1 (stereo unspecified)
#56 Cn1nnnc1P(=O)(c1ccccc1)c1ccccc1
#57 O=C(COc1ccccc1N1C(=O)c2ccccc2C1=O)c1ccc(Cl)cc1
#58 COc1ccccc1NC(=S)N(CCc1c(C)[nH]c2ccccc12)Cc1cccs1
#59 COc1ccccc1N1CCN(C(=O)CN(Cc2ccc(Cl)cc2)S(C)(=O)=O)CC1
#60 CCCCC(=O)c1ccc(O)cc1
#61 COc1ccccc1-c1cc(C(=O)NCc2ccccc2)no1
#62 CCCOc1ccc2oc(=O)c3c(c2c1)CCCN3C(=O)CN1CCCC(C(=O)OCC)C1 (stereo unspecified)

assay / entry	51	52	53	54	55	56	57	58	59	60	61	62
sEH inhibitor	0	-10	-1	1	4	-6	-5	4	14	8	13	17
VCAM1 TNFa inh	6	7	-7	4	17	-33	-3	5	4	0	-23	6
Calb biofilm kill	/	2	-3	6	/	10	/	3	-1	4	0	9
HUVEC tox TNFa	11	-36	62	-18	-4	-36	-11	-13	-14	-21	12	-14
Smad3 inh	2	-7	-14	-3	/	9	/	-1	-1	6	2	1
F-actin modifier	-44	-1	-11	9	-6	-8	21	-7	17	/	-30	/
sEH activator	1	8	2	3	-2	8	5	-2	-15	-10	-13	-16
IL1B cytotox	3	-7	22	10	-8	-26	-30	-22	3	0	-27	-30
ERb SRC1 inh	-10	-1[fluorescence artefact?]	-14	4	/	15	/	10	-11	6	4	-12
